Bioassay records deposited in PubChem BioAssay by National Center for Advancing Translational Sciences (NCATS).
Lipid storage S3 = qHTS Assay for Lipid Storage Modulators in Drosophila S3 Cells; Drosophila S3 cells, BODIPY lipid droplet fluorescence, 18-24 h; cells fed with added oleic acid; Potency in µM for hits, for the others lipid storage change, negative = inhibition, % at the top dose, mostly 46.1 µM; 0.64% of 320,000 active; active = well fitted inhibition curve with a large enough effect in the signal ratio, with a control signal flat, not every such curve was filed as active; inconclusive = small, poorly fitted or top-dose-only effect, or effect the other way, or a change in a side signal; the % refers to the signal ratio
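Laser-scanning cytometry quantifies lipid droplet accumulation (500–530 nm total intensity; droplet/cell object ratio) in oleic acid-fed (400 uM added) Drosophila S3 cells treated with a concentration series. 20 uM Triacsin C defined 100% inhibition.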
Lipid storage S3 cell count max = further read-out of Lipid storage S3, marked with its call; cell number change, %; measured here: cell count max response;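 cells counted by Cell Tracker Red CMTPX staining in the red channel; peak over a dose series mostly up to 46.1 µM; percent activity relative to internal control wells on each plate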
Starred values were filed as active, the others as inactive; i = inactive; ? = inconclusive; nt = not tested or not shown; [ ] = dose if it differs, or a comment. % is scaled to controls: 0 for no effect and ±100 for the full control effect; potency is read from the fitted curve at half-maximal effect. An excerpt, so the mix of outcomes need not match the whole.

Fields – Lipid storage S3, Lipid storage S3 cell count max
Cc1nn(-c2ccc(C(=O)O)cc2)c(C)c1Oc1ccccc1O
→ -5%, 11
Cc1ccc(S(=O)(=O)CCC(=O)O)cc1C
→ -3%, 2
Cc1ccccc1CSCCNC(=O)c1ccc(Cl)c(S(=O)(=O)N2CCOCC2)c1
→ -8%, -9
CCC(C)Oc1nc2c(c(=O)n(C)c(=O)n2C)n1C (stereo not given)
→ 5%, 15
CSc1nsc(SCC(=O)Nc2ccc(C(C)=O)cc2)n1
→ ?, nt
O=C(CSc1nc(-c2ccco2)cc(C(F)(F)F)n1)NCCCN1CCOCC1
→ ?, nt
COc1ccc(C(=O)N2CCSC2=S)cc1OC
→ i, nt
O=S(=O)(c1ccc2c(c1)OCCO2)N1CCN(c2ncnc3sccc23)CC1
→ i, nt
N#Cc1ccc(C(=O)NCCCSc2ccccc2)cc1
→ ?, nt
O=C(CNS(=O)(=O)c1cccs1)Nc1ccc2c(c1)OCCO2
→ 7%, -17
O=C(c1cnn(C(=O)c2cccc(S(=O)(=O)N3CCOCC3)c2)c1)c1cc(Cl)cc(Cl)c1O
→ -6%, -3
CN(C)/C=C/C(=O)c1cnc2sccn2c1=O
→ ?, nt
Cc1cccc(NC(=O)N(Cc2cc3cc(C)ccc3[nH]c2=O)CC2COCCO2)c1 (stereo not given)
→ -13%, -9
O=C(NCCCn1ccnc1)c1ccc2c(c1)OCCO2
→ 14%, 1
CC1CCN(S(=O)(=O)c2ccc(C(=O)Nc3ccccc3-c3nc4ccccc4[nH]3)cc2)CC1
→ -2%, -14
O=C1N=C(N2CCOCC2)CS1
→ ?, nt
O=C(Nc1cccc2ncccc12)C(Cl)(Cl)Cl
→ ?, nt
CCOC(=O)N1CCN(C(=S)Nc2cccc(C)c2C)CC1
→ 5%, 7
Cc1ccccc1Nc1n[nH]c(C)c1[N+](=O)[O-]
→ 15%, 15
OCCC1CN(Cc2ccccc2O)CCN1CCCc1ccccc1 (stereo not given)
→ -1%, 8
Cc1cccn2c(=O)c(/C=C(\C#N)S(=O)(=O)c3ccccc3)c(N3CCC(C(N)=O)CC3)nc12
→ ?, nt
CCc1ccc(C(=O)Nn2cnc3ccccc3c2=O)cc1
→ i, 17
Cc1nc(SCC(=O)Nc2cccc(Cl)c2)n[nH]1
→ ?, nt
CCCn1c(N)c(C(=O)COC(=O)CNC(=O)c2ccc(C)c(C)c2)c(=O)n(C)c1=O
→ ?, nt
O=C(CCN1C(=O)/C(=C/c2ccccc2Cl)SC1=S)NC1=NCCS1
→ 6%, 14
O=c1c2ccccc2c(-c2ccc(O)cc2)nn1-c1cccc(C(F)(F)F)c1
→ i, -23
O=C(NC1CCCC1)c1cnn2c(C(F)(F)F)cc(-c3ccco3)nc12
→ 5%, -10
CCn1c(=N)c(C(=O)OC)cc2c(=O)n3ccccc3nc21
→ 6%, 3
Cc1nc(NCCc2ccc(F)cc2)c(C#N)c(C)c1[N+](=O)[O-]
→ ?, nt
COc1ccc(S(N)(=O)=O)cc1C(=O)NCC1(N2CCCCC2)CCCCC1
→ ?, nt
Cc1ccc2cc3cc(C(=O)NCCCN4CCCCCC4)oc3nc2c1
→ ?, nt
COc1cc2c(cc1OC)C(c1ccccc1[N+](=O)[O-])N(C(C)=O)CC2 (stereo not given)
→ ?, nt
CC(C)C(c1nnnn1C1CCCC1)N1CCCCC1 (stereo not given)
→ i, -27
COc1ccc(C(=O)COC(=O)C(CCSC)NC(=O)COc2ccccc2)c(OC)c1 (stereo not given)
→ ?, nt
O=c1[nH]nc(N/N=C/c2ccc(Cl)cc2Cl)c(=O)[nH]1
→ ?, nt
Cc1cc(C)c(C(N)=O)c(Nc2cccc(Cl)c2)n1
→ 4%, 1
Cc1nc2c(sc3nc4c(cc32)COC(C)(C)C4)c(=O)n1Cc1ccccc1
→ ?, nt
Cc1ccc(NC(=O)Cn2ccc(=O)[nH]c2=O)cc1
→ ?, nt
Cc1ccc(C)n1-c1ccc(C(=O)N2CCC(C(N)=O)CC2)cc1
→ 13%, nt
Cn1c(Cl)c(C(=O)Nc2ccc(Cl)cc2)c2ccccc21
→ -3%, 13
COc1ccc(C2C3C=CCC(c4cccc(-c5ccc(C)cc5)c4)C3C(=O)N2Cc2ccccc2)cc1Cl (stereo not given)
→ ?, nt
Cc1cccc(N2C(=O)N3[C@H](c4ccc(Br)cc4)[C@@H]4C(=O)N(C(C)(C)C)C(=O)[C@@H]4[C@]3(C)C2=O)c1
→ ?, nt
Cn1c(=O)c2c(nc(Br)n2Cc2ccc3ccccc3c2)n(C)c1=O
→ ?, nt
CCN(CC)C(=O)C1=C(C)NC(=S)NC1c1cn(-c2ccccc2)nc1-c1ccc(Cl)cc1 (stereo not given)
→ -8%, 7
NC(=O)[C@@H]1CCCCNc2c(F)cc([N+](=O)[O-])cc2C(=O)N[C@@H](CC(=O)O)C(=O)NCC(=O)N1
→ -9%, -6
CC1(C)CC(=O)C(C=NCCN2CCN(C(=S)Nc3ccccc3)CC2)=C(O)C1
→ 10%, -3
CCN(CC)C(=O)Cn1cnc2sc(C(=O)NCCCN3CCOCC3)c(C)c2c1=O
→ i, -1
Cc1ccccc1NC(=O)CN1C(=O)S/C(=C\c2ccc(-c3cccc(C(=O)O)c3C)o2)C1=O
→ ?, nt
O=S(=O)(c1ccc(S(=O)(=O)N2CCN(Cc3ccccc3)CC2)cc1)N1CCOCC1
→ ?, nt
COc1ccccc1-c1ccc(=O)n(CC(=O)NCc2ccco2)n1
→ ?, nt

Next entries.
Fields – Lipid storage S3, Lipid storage S3 cell count max
CCOC(=O)c1ccc(S(=O)(=O)N2CCC(C(=O)OCC)CC2)cc1
→ 9%, 1
CS(=O)(=O)N1N=C(c2cccs2)CC1c1ccc(Cl)o1 (stereo not given)
→ 7%, 15
C=CCn1c(SCC(=O)Nc2cc3oc4ccccc4c3cc2OC)nnc1-c1cnccn1
→ 15%, -13
Cc1nc2cc(Cl)ccc2c(=O)n1Cc1ccncc1
→ 2%, 11
CCc1c(C)sc(NC(=O)CN2CCN(C(=O)c3ccco3)CC2)c1C(=O)OC
→ ?, nt
CCOc1ccccc1NC(=S)N1CCN(c2ccc(OC)cc2)CC1
→ i, -20
C=C(C)c1cccc(C(C)(C)NC(=O)Nc2ccc(C(N)=O)cc2)c1
→ -22%, -2
CC(C)CCNCC1OCc2ccccc2CO1
→ 10%, 8
CCN(CC)CCOC(=O)c1c(C)n(C)c2ccc(OC)cc12
→ -9%, -23
O=C(Nc1ccc([N+](=O)[O-])cc1)c1nc[nH]c1C(=O)NC1CCCCC1
→ ?, nt

Rewritten with values ahead of the structure: part of the list above
Lipid storage S3	Lipid storage S3 cell count max	SMILES
10%	8	CC(C)CCNCC1OCc2ccccc2CO1
7%	15	CS(=O)(=O)N1N=C(c2cccs2)CC1c1ccc(Cl)o1 (stereo not given)
9%	1	CCOC(=O)c1ccc(S(=O)(=O)N2CCC(C(=O)OCC)CC2)cc1
15%	-13	C=CCn1c(SCC(=O)Nc2cc3oc4ccccc4c3cc2OC)nnc1-c1cnccn1

Later entries
Structure	Lipid storage S3	Lipid storage S3 cell count max
CC(=O)N(NC(N)=O)C(C)CC(=O)C1C(C)C=CCC1(C)C (stereo not given)	-7%	-11
CCOC(=O)c1ccc(S(=O)(=O)n2c(CN3CCCCC3)nc3ccccc32)cc1	-8%	9
CC1CC(C)CN(C(=O)CSC2=Nc3ccccc3C3=NC(Cc4c[nH]c5ccccc45)C(=O)N23)C1 (stereo not given)	?	nt
COc1ccc(-c2nnc(S/C(=C/c3ccc(Cl)cc3)C(=O)O)o2)cc1	-29%	nt
COCC(=O)Nc1nnc(-c2cccs2)s1	?	nt
COC(=O)C(Cc1ccc(O)cc1)NC(=O)NC12CC3CC(CC(C3)C1)C2 (stereo not given)	?	nt
Cc1cc(C)c(S(=O)(=O)N2CCOC2CNC(=O)C(=O)NCCN(C)C)c(C)c1 (stereo not given)	?	nt
Cc1ccc(C(=O)Nc2nnc(CC(=O)N/N=C/c3ccncc3)s2)cc1	?	nt
COc1ccc(NC(=O)CSc2nnc(C3CC3)n2-c2ccccc2)cc1	?	nt
CCc1cccc(N(C(=O)c2csnn2)C(C(=O)NC2CCCCC2)c2ccncc2)c1 (stereo not given)	?	nt
c1ccc(-n2nnnc2Cc2nnnn2-c2ccccc2)cc1	?	nt
O=C(O)c1ccc(S(=O)(=O)N2CCSCC2)cc1	?	nt
CCOC(=O)c1nc(C)nc(Sc2n[nH]c(-c3ccc(C(C)(C)C)cc3)n2)c1C	-2%	-5
COc1ccc(NC(=O)c2ccccc2-c2ccccc2C(=O)O)cc1	2%	nt
Clc1ccccc1CN1CCN(/N=C/C=C/c2ccco2)CC1	-7%	4
CC(=O)N/N=C(\C)CC(=O)Nc1cccc2c1CCCC2	18%	-11
CC1=NN(C(=O)c2ccc(Cn3nc(C)cc3C)o2)C(O)(C(F)(F)F)C1 (stereo not given)	?	nt
CCNc1nc(NCC)nc(SCCOC(=O)COc2ccc(Cl)cc2Cl)n1	?	nt
Cc1cccc(C)c1NC(=O)CN1CCN(C(=O)C2CCC2)CC1	?	nt
CCOC(=O)N1CCN(C(c2ccc(Cl)cc2)c2sc3nc(C)nn3c2O)CC1 (stereo not given)	21%	-16
COc1cccc(Nc2nc(-c3cccs3)nc3ccccc23)c1	?	nt
COCCCn1c(=N)c(C(=O)NCc2ccc3c(c2)OCO3)cc2c(=O)n3ccccc3nc21	?	nt
Cc1c(C(=O)O)c2cc(O)ccc2n1-c1ccccc1	i	-1
N/C(=N\OC(=O)c1cc(Cl)ccc1Cl)c1ccncc1	11%	-6
CN1CCN(NC(=O)CN2C(=O)/C(=C/c3c(Cl)cccc3Cl)SC2=S)CC1	?	nt
Cc1ccc(S(=O)(=O)N2CCC(=O)N(CCOCc3cccc(Cl)c3)CC2)cc1	i	13
Cc1ccc(-n2ncc3c(Nc4c(C)n(C)n(-c5ccccc5)c4=O)ncnc32)c(C)c1	?	nt
COc1c2c(cc3c1C(CC(O)Cc1ccccc1)N(C)CC3)OCO2 (stereo not given)	?	nt
O=C(Nc1cccc(F)c1)c1cccnc1	12%	4
CC(=O)c1ccc(NC(=O)CN2C(=O)CCC2=O)cc1	?	nt
COCC1CCN(C(=O)c2cc(COc3ccc4ncccc4c3)on2)CC1	?	nt
O=C(O)CNC1=NCCC1	?	nt
COc1cc(/C=C2\N=C(C)OC2=O)cc(OC)c1OC	-6%	-11
O=C(CSc1nc(O)c(Cc2ccccc2)c(=O)[nH]1)Nc1nnc(SCc2ccccc2)s1	?	nt
CN1C(=C2C(=O)OC(C)(C)OC2=O)Sc2ccccc21	-3%	7
Cc1nc(NC(=O)c2cc3c(s2)CCCCC3)sc1C(=O)N(C)C	?	nt
O=C(CSc1nnnn1-c1ccc(F)cc1)c1ccc(O)c(O)c1	-5%	2
CC(C)(O)C#Cc1ccccc1C(=O)NC(CC(N)=O)C(=O)O (stereo not given)	?	nt
O=C(Nc1cc([N+](=O)[O-])ccc1Cl)c1cccnc1	-5%	-5
COc1cccc(C(=O)N2CCN(c3ccccn3)CC2)c1	-3%	23
Cc1csc(SCC(=O)Nc2c(C)n(C)n(-c3ccccc3)c2=O)n1	?	nt
C=CCNc1oc(COc2ccc(C)cc2)nc1C#N	16%[9.22 µM]	-1
CC(NCC1(N2CCOCC2)CCCCC1)C(=O)Nc1ccc(Cl)cc1Cl (stereo not given)	6%	-7
CCCC(C)C(=O)NCc1ccc2c(c1)OCO2 (stereo not given)	?	nt
O=C(O)c1ccccc1-n1c(-c2ccccc2)cc2c1CCCC2=O	11%	4
Cc1ncc2c(c1OC(=O)c1ccccc1)COC(C)(C)OC2	?	nt
Cc1ccc(S(=O)(=O)CCC(=O)OCC(=O)NNC(=O)c2ccc([N+](=O)[O-])cc2)cc1	?	nt
CCC1C(=O)Nc2nc(-c3ccccc3)c(-c3ccccc3)n2N=C1C (stereo not given)	?	nt
CC1Cc2ccccc2N1CC(=O)NCc1ccc2c(c1)OCO2 (stereo not given)	0%	3
Cn1c(=O)c(C(=O)NCc2ccccc2)c(O)c2ccccc21	i	nt

Random excerpt: 3 records from the list, in no set order.
Structure	Lipid storage S3	Lipid storage S3 cell count max
Cc1csc(SCC(=O)Nc2c(C)n(C)n(-c3ccccc3)c2=O)n1	?	nt
Cc1ccc(S(=O)(=O)CCC(=O)OCC(=O)NNC(=O)c2ccc([N+](=O)[O-])cc2)cc1	?	nt
CC(=O)c1ccc(NC(=O)CN2C(=O)CCC2=O)cc1	?	nt

(more compounds)
Structure	Lipid storage S3	Lipid storage S3 cell count max
CCOCc1nnc(NC(=O)C2CCN(C(=O)c3ccco3)CC2)s1	?	nt
CCOc1ccc2nc(SCC(=O)N3c4ccccc4Sc4ccccc43)sc2c1	?	nt
O=C1NCC(COc2ccc(Cl)cc2)O1 (stereo not given)	?	nt
CSCCC(NC(=O)C1CCCC1)c1nnc2ccccn12 (stereo not given)	?	nt
COc1ccc(CCNC(=O)CCN2C(=O)c3ccccc3C2=O)cc1OC	?	nt
CCOC(=O)N1CCN(Cc2nc(-c3ccc(C)cc3)no2)CC1	?	nt
Cc1cc(C)cc(C(=O)Nc2cccc(NC(=O)c3ccco3)c2)c1	?	nt
Cc1nn(-c2ccccc2)c(C)c1/C=N/NC(=O)CSc1nc2ccccc2c(=O)n1-c1ccc(Br)cc1	?	nt
O=C(CO/N=C/c1ccc(OC(F)F)cc1)N1CCc2ccccc21	8%	15
